# High-throughput results as filed in PubChem.
# Polio RdRp inh = inhibitors of poliovirus RNA polymerase binding and polymerization; P03300; poliovirus polymerase elongation, fluorescence polarization; active compounds read low; % elongation, % (compound at 16.7 µg/mL); 0.66% of 150,000 active; AID 588519; in the data active = % elongation below about 90%; note: some results filed as inactive read as strong as hits
# Target sequence (P03300 1749-2209 limits assumed): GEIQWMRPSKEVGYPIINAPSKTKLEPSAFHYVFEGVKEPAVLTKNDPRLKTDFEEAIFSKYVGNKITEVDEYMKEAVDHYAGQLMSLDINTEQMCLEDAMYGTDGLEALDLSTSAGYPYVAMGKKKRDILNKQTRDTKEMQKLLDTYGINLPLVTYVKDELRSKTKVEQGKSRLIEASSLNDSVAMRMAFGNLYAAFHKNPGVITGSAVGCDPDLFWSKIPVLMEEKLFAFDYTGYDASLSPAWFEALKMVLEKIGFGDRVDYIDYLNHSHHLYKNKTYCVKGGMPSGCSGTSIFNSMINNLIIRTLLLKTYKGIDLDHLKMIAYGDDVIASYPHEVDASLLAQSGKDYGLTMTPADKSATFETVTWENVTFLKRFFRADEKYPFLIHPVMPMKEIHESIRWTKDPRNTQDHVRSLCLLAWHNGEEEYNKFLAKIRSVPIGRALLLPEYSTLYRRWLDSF
# Polio RdRp inh FP z-score = second read-out of Polio RdRp inh, no call of its own (marks repeat the call); z-score; measured here: FP z-score; hits read low
# Numbers without * were called inactive.
Molecule	Polio RdRp inh	Polio RdRp inh FP z-score
O=C(Nc1nn2c(-c3ccco3)nnc2s1)c1ccco1	91	-3.9
COc1ccc2nc3sc(C(=O)Nc4ccccc4F)cc3cc2c1	112	-0.1
COc1ccc(CC(=O)NCCc2sc3nc(-c4ccc(OC)cc4)nn3c2C)cc1	103	-0.9
COc1ccc(CCNC(=O)c2ccccc2OC)cc1	105	0.3
CN(Cc1ccccc1)S(=O)(=O)Cc1ccccc1	101	0.4
COc1ccc(C)c2sc(N3CCN(c4nc5c(OC)ccc(C)c5s4)CC3)nc12	100	-0.5
Cc1ccccc1OCCSc1nnc(-c2ccc([N+](=O)[O-])cc2)o1	108	0.1
CCC1CCc2c(sc(NC(=O)C3c4ccccc4Oc4ccccc43)c2C#N)C1 (configuration not stated)	103	-0.5
CCC1CCCCN1C(=O)CSc1nnc(C)n2c1cc1sccc12 (configuration not stated)	102	0.3
CCc1cccc(NC(=O)C2CCCN2S(=O)(=O)c2ccc3c(c2)CC(C)N3C(C)=O)c1 (configuration not stated)	103	0
COc1ccc(NC(=O)c2c(-c3ccc(C)cc3)nnc3ccccc23)cc1OC	105	-0.5
O=C(O)CCCC(=O)Nc1ccc(Oc2ncnc3cc(Cl)ccc23)nc1	102	0
NS(=O)(=O)c1ccc(NC(=S)N2CCC(O)CC2)cc1	102	0.1
N#CCCN(CCc1ccccn1)C(=O)Nc1ccccc1	101	0
CCOC(=O)Nc1cc(C(=O)OCC)c(C)nc1C	105	0.9
COC(=O)c1cn(CC(=O)NCc2ccco2)c2ccccc12	104	0
CC(=O)c1ccc(NC(=O)CSc2nccn2Cc2ccc3c(c2)OCO3)cc1	100	-1.8
c1ccc2c(c1)N1CCCCCC1N2Cc1ccncc1 (configuration not stated)	102	-0.1
O=C(CSc1nccn1Cc1ccccc1)NCc1ccc(F)cc1	106	-0.4
CCCC1CCC(c2ccc(C(=O)CCN(C)C)cc2)CC1 (configuration not stated)	105	0
Cc1ccc(/C=C2\CC3C4CC=C5CC(O)CCC5(C)C4CCC3(C)C2O)o1 (configuration not stated)	110	0.8
Cc1cccc(-c2c3c(nc4ncnn24)-c2ccccc2C3=O)c1	103	0.4
N#Cc1ccccc1COc1ccc(CO)cc1	101	0.3
Cc1cc(I)ccc1NC(=O)C(C(C)C)N1C(=O)c2ccccc2C1=O (configuration not stated)	110	0.5

# A second format for part of the listing above.
> CC(=O)c1ccc(NC(=O)CSc2nccn2Cc2ccc3c(c2)OCO3)cc1
  Polio RdRp inh: 100; Polio RdRp inh FP z-score: -1.8
> c1ccc2c(c1)N1CCCCCC1N2Cc1ccncc1 (configuration not stated)
  Polio RdRp inh: 102; Polio RdRp inh FP z-score: -0.1
> O=C(CSc1nccn1Cc1ccccc1)NCc1ccc(F)cc1
  Polio RdRp inh: 106; Polio RdRp inh FP z-score: -0.4
> CCCC1CCC(c2ccc(C(=O)CCN(C)C)cc2)CC1 (configuration not stated)
  Polio RdRp inh: 105; Polio RdRp inh FP z-score: 0

# Other records
Molecule	Polio RdRp inh	Polio RdRp inh FP z-score
Cc1ccc(C(=O)c2oc3ccccc3c2NC(=O)COc2ccc(C(C)C)cc2)cc1	109	0.7
COc1ccc(-c2nnc(C3CCN(C(=O)c4ccccc4F)CC3)o2)cc1	102	-0.3
CN(C)CC(C)(C)C1OCC2(CO1)COC(C(C)(C)CN(C)C)OC2 (configuration not stated)	102	-0.1
CN1CCC(=NNc2ncnc3sc4c(c23)CCCC4)CC1	107	0.8
O=C(NCCCN1CCCCC1)c1ccc2c(c1)sc1nc(-c3ccccc3)cn12	95	-2.2
CC(=O)Nc1ccc(NC(=O)COC(=O)C2(c3ccc(Cl)cc3)CCCC2)cc1	105	1.1
Cn1cnnc1SC(C(=O)Nc1cccc(C(F)(F)F)c1)c1ccccc1 (configuration not stated)	105	0.2
COc1ccc(OC)c(S(=O)(=O)/N=C2\C=C3N(CCO)CCOC3(O)c3ccccc32)c1 (configuration not stated)	100	-0.1
O=C(Cn1nc(C(=O)O)c2ccccc2c1=O)Nc1ccc(N2CCCCC2)cc1	107	0.1
O=C(c1cc2n(n1)C(C(F)(F)F)CC(c1ccco1)N2)N1CCCCC1 (configuration not stated)	103	0.3
Cn1c2ccccc2c2n[nH]c(=O)nc21	100	-0.4
Oc1ccc(Br)cc1C=NCCC1=CCCCC1	102	-0.1
N#Cc1c(NC(=O)c2cc3nc(-c4ccc(Br)cc4)cc(C(F)(F)F)n3n2)sc2c1CCCC2	93	-2.2
Cc1ccc(Cl)cc1NC(=O)c1ccc(Cn2cc(Cl)cn2)cc1	100	-0.5
Cc1ccc(Oc2ncccc2NS(=O)(=O)c2ccc(-c3ccccn3)s2)c2c1CCC2	110	1.6
Cc1cccc(C(=O)NC(c2n[nH]c(=S)n2C)C(C)C)c1 (configuration not stated)	102	0
CCn1cc(C(=O)N2CCCCC2C)c(=O)c2ccc(C)nc21 (configuration not stated)	109	1.1
O=C(NCc1ccc(Cl)cc1)c1ccc2c(c1)NC(=O)C(CS(=O)(=O)Cc1ccccc1Cl)N2 (configuration not stated)	140	6.5
COc1ccccc1C1OC(=O)C[C@@H]1C(=O)Nc1nncs1 (some centres not stated)	101	0
COc1cc(OC)cc(C(=O)c2c(C)c(C#N)c3ccccn23)c1	101	-0.3
Cc1ccc2[nH]c(=O)c3cc(C(=O)NCCCN4CCN(c5ccc(F)cc5)CC4)sc3c2c1	102	0.4
CCNC(=S)N1CCn2cccc2C1c1cccnc1 (configuration not stated)	102	0
O=C(Nc1ccccc1C(=O)OCn1nnc2ccccc2c1=O)c1ccco1	98	-0.5
CCc1cccc(O[C@@H]2O[C@@H]3COC(c4ccccc4)O[C@H]3[C@H](O)[C@H]2NC(C)=O)c1 (some centres not stated)	106	1.5
OC1COC(Oc2ccccc2)C(O)C1O (configuration not stated)	102	0.8
COC(=O)c1ccc(NC(=O)N2CCN(c3nnc(C)c4c(C)n(-c5ccccc5)nc34)CC2)cc1	102	-0.3
Cc1cc(-c2cn(/N=C/c3ccc(Cl)cc3Cl)c(N)n2)c(C)s1	101	-0.1
CCN1C(=O)CCS(=O)(=O)c2ccccc21	101	-0.9
CCCN(CCC)CCCNC(=O)c1cn(C)c2ccc(S(=O)(=O)N3CCOCC3)cc2c1=O	105	0.2
CCc1ccc(-n2nc(C)c3c(C)cc(=O)n(CC(=O)Nc4ccccc4C(=O)OC)c32)cc1	110	0.4
CCn1c(=O)c2c(n(Cc3ccccc3)c1=O)NC1=C(C(=O)CCC1)C2c1ccc(OC)cc1 (configuration not stated)	96	-0.3
COc1ccc(OCc2nc3c4c(-c5ccccc5)c(-c5ccccc5)oc4ncn3n2)cc1	102	-0.8
C1=C(C23CC4CC(CC(C4)C2)C3)SC2=NCCN12	99	-0.5
Fc1ccc(CNc2ncnc3c2c(-c2ccccc2)cn3-c2ccccc2)cc1	111	1.2
COc1ccc(C(=O)NCC(c2cccs2)S(=O)(=O)c2ccc(F)c(C)c2)cc1 (configuration not stated)	99	-0.5
CN(Cc1ccccc1)C(=O)c1cc(-c2ccccc2)n[nH]1	102	0.2
Cc1cc(CNC(=O)NCc2ccco2)c(C)n1-c1ccc(F)cc1	102	0.3
CN=C(Nc1ccc(C(=O)OC)s1)c1ccccc1	103	0.1
O=S(=O)(NCCc1nnc2ccc(SCc3cccc(Cl)c3)nn12)c1ccccc1	111	0.6
Cn1c(=O)c2cc(C(=O)N3CCN(c4cccc(C(F)(F)F)c4)CC3)sc2c2ccccc21	107	0.5
CC(C)(C)c1ccc(-c2noc(C(=O)NN)n2)cc1	101	-0.2
CC1CCCN(C(=O)Cc2noc3ccccc23)C1 (configuration not stated)	100	-1.1
Cn1c(-c2ccccc2O)n[nH]c1=S	101	0.2
O=C(c1ccccc1)N(Cc1nc2ccccc2c(=O)[nH]1)C1CCCC1	102	0.1
CCOc1ccc(Cn2c(CNS(=O)(=O)c3ccc(C(C)(C)C)cc3)nc3cccnc32)cc1	114	1.6
CCNC(=O)Nc1n[nH]c(-c2ccccc2)n1	102	0.1
CCOc1nc(NC(=O)NS(=O)(=O)Oc2ccccc2)nc(-c2ccccc2)n1	105	0.2
COc1ccc(CC(=O)N2CCc3c([nH]c4ccccc34)C2c2ccc(SC)cc2)cc1 (configuration not stated)	100	-1.7

# Full records as entered above.
# Record of COc1cc(OC)cc(C(=O)c2c(C)c(C#N)c3ccccn23)c1 → Polio RdRp inh: 101; Polio RdRp inh FP z-score: -0.3
# Record of Cn1cnnc1SC(C(=O)Nc1cccc(C(F)(F)F)c1)c1ccccc1 (configuration not stated) → Polio RdRp inh: 105; Polio RdRp inh FP z-score: 0.2

# More compounds
Molecule	Polio RdRp inh	Polio RdRp inh FP z-score
O=C(CSc1nnc(-c2ccncc2)o1)NC(=O)Nc1ccccc1	104	0
NS(=O)(=O)c1cc(C(=O)NCC2CCCCC2)ccc1Cl	107	0.8
CC1=C(C(=O)NCCN2CCCC2)C2(CCCCCC2)OC1=O	105	1.3
Cc1ccc(S(=O)(=O)N2CCN(Cc3ccc4c(c3)OCO4)CC2)cc1C	100	0.1
CCOc1ccc(CC(=O)Nc2c(C(=O)c3ccc(Cl)cc3)oc3ccccc23)cc1OCC	104	0.1
COc1ccc(Cn2ccn(Cc3cccc(Cl)c3)c(=O)c2=O)cc1	106	0
O=C(CSCc1ccco1)NC1CC1	104	0.4
COc1cc(OC)c(NC(=O)C2CCCN(S(=O)(=O)c3ccc4c(c3)oc(=O)n4C)C2)cc1Cl (configuration not stated)	101	0.2
CC(=O)Oc1ccc(C(C)(C)c2ccc(OC(C)=O)cc2)cc1	105	0.3
COc1cc(OC)c(NC(=O)CSCc2nc(-c3ccc(OC)c(OC)c3)no2)cc1Cl	111	1
O=c1c2sc3ccccc3c2n(Cc2ccccc2)c(=O)n1Cc1ccccc1	106	0.5
CCC(=O)OC1(C)CC2CC(CN(C(=O)C3CCCCC3)C2)C1 (configuration not stated)	101	0
Cc1ccc(C)c([C@H]2[C@H](C(=O)c3ccccc3)N3c4ccccc4C=CC3C2(C#N)C#N)c1 (some centres not stated)	134	3.6
COc1cc(Cl)c(C)cc1NCC(O)Cn1nnnc1-c1ccccc1 (configuration not stated)	104	0.8
Nc1c(C(=O)c2ccccc2)sc2nc3c(cc12)CCCC3	104	0.4
CC(=O)N(CCCCN1C(=O)c2ccccc2C1=O)c1ccc(C)cc1	104	0.7
Cc1ccc(O)c(C2(O)C(=O)c3ccccc3C2=O)c1	97	-0.6
Cc1ccccc1NC(=O)c1cc2c(s1)-c1ccccc1S(=O)(=O)C2	103	0.3
CC(NCC1OCc2ccccc2CO1)c1ccccc1 (configuration not stated)	106	0.3
COc1ccc(NC(=O)C(NS(=O)(=O)c2ccc3c(c2)oc(=O)n3C)C(C)C)c(OC)c1 (configuration not stated)	103	0.5
Cc1cc(C)cc(N(CC(=O)Nc2ccc(C(F)(F)F)cc2)S(=O)(=O)c2c(C)[nH]c(=O)[nH]c2=O)c1	109	1.1
O=C(Nc1nn2cc(-c3ccccc3)nc2s1)c1ccccc1	99	-0.3
O=C(CCC1=NS(=O)(=O)c2ccc(C(F)(F)F)cc2N1)NCCc1ccco1	101	0
On1c(-c2ccccc2)cc2ccccc21	103	0.2
O=S1(=O)N=C(Nc2cccc(C(F)(F)F)c2)c2ccccc21	102	-0.9
CC(=O)N1c2ccc(S(=O)(=O)N3CCc4ccccc43)cc2CC1C (configuration not stated)	101	-0.6
CN1CCC2(CCN(Cc3ccccc3)C2)C1 (configuration not stated)	104	0
CC1(C)CC2=NNC(c3ccccc3)C2CO1 (configuration not stated)	110	2.7
O=C(c1cccs1)N1c2ccccc2Sc2ccccc21	102	0.2
Cc1ccccc1Cn1ccc(NC(=O)c2cc3ncc(Br)cn3n2)n1	102	0.8
Cc1cccc(NC(=O)CSc2nc3c([nH]c4ccccc43)c(=O)n2-c2ccc(F)cc2)c1C	108	0.2
Cc1ccc(OCC(=O)Nc2ccc3nc(SCC(=O)N4CCCC4)sc3c2)cc1C	111	1
Cc1ccc(-c2cnc3ccccc3n2)cc1	99	-0.8
O=C(/C=C/c1ccccc1)N1CCN(Cc2cc(=O)n3nc(-c4ccccc4)sc3n2)CC1	110	0.9
CCc1ccccc1NC(=O)c1nnn(CC(=O)Nc2c(C)cc(C)cc2C)c1N	110	0.4
O=C(Cn1c(=O)n(Cc2ccc(F)cc2)c(=O)c2sc3ccccc3c21)Nc1ccc(F)cc1F	106	0.5
Cc1ccc(NC(=O)C2CCN(c3nc4ccccc4nc3C(F)(F)F)CC2)cc1C	108	0.2
CN(C)c1ccc(C(CNC(=O)c2ccccc2)N2CCc3ccccc32)cc1 (configuration not stated)	99	-1
CCn1c(SCc2nc3ccccc3c(=O)[nH]2)nnc1-c1ccc(OC)c(OC)c1	100	-1
O=c1[nH]nc(SCc2cc(=O)n3cc(Br)ccc3n2)n1Cc1ccccc1	101	-0.2
COc1ccc(-c2nn3c(=O)cc(CN4CCN(C(=O)Nc5cc(C)ccc5C)CC4)nc3s2)cc1	105	-0.5
CCOc1ccccc1NC(=O)CCc1nc(-c2cccc(C)c2)no1	101	-1.4
CC1CCN(C(=O)Cn2cc(SCC(=O)NC(C)(C)C)c3ccccc32)CC1	98	-0.9

# Individual results from the list.
# COc1ccc2nc3sc(C(=O)Nc4ccccc4F)cc3cc2c1 in Polio RdRp inh FP z-score → -0.1
# Cc1ccc(-c2cnc3ccccc3n2)cc1 in Polio RdRp inh → 99
# O=C(CSc1nnc(-c2ccncc2)o1)NC(=O)Nc1ccccc1 in Polio RdRp inh → 104
# On1c(-c2ccccc2)cc2ccccc21 in Polio RdRp inh FP z-score → 0.2
# O=C(O)CCCC(=O)Nc1ccc(Oc2ncnc3cc(Cl)ccc23)nc1 in Polio RdRp inh → 102
# Cc1cc(I)ccc1NC(=O)C(C(C)C)N1C(=O)c2ccccc2C1=O (configuration not stated) in Polio RdRp inh FP z-score → 0.5
# Cc1cc(-c2cn(/N=C/c3ccc(Cl)cc3Cl)c(N)n2)c(C)s1 in Polio RdRp inh FP z-score → -0.1

# An excerpt, so the mix of outcomes need not match the whole.
